High-throughput results from PubChem BioAssay.
MBD2 DNA inh = inhibitors of human MBD2 binding to methylated oligonucleotide; AID 686964; hit rate 0.31% among 370,000; TR-FRET; inhibition, % at 4.4 µM; in the data active means inhibition above about 13%
rCAG binder = binds r(CAG) RNA repeats; hit rate 1.3% among 370,000; AID 651821; r(CAG) RNA repeat, TO-PRO-1 dye displacement fluorescence; inhibition, % at 3 µM;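 active means inhibition above the plate cutoff, the mean of all test compounds on that plate plus 3 SD, cut at about 35% in these data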;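 further: 0% = DMSO alone and 100% = 100 µM mitoxantrone as full dye displacement; higher means more dye released from RNA so lower well fluorescence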
PRMT1 FP inh = inhibitors of human PRMT1; recombinant PRMT1, activity-based probe fluorescence polarization; hit rate 1.3% among 370,000; inhibition, % at 2.79 µM; Q99873;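 active means inhibition above about 21% made by adding two undisclosed values, limit read from the data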
Target sequence (Q99873 whole entry, looked up): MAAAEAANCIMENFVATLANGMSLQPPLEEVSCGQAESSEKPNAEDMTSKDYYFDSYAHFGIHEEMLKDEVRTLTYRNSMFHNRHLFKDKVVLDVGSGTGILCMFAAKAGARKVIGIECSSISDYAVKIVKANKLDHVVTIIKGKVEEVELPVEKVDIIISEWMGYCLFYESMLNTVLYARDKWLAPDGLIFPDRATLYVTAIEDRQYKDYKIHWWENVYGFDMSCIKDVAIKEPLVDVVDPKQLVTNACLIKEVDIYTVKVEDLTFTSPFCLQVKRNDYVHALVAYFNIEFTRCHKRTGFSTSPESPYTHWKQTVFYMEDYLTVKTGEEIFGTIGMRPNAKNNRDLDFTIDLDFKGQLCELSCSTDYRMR
TDP2 inh = blocks human TDP2 phosphodiesterase activity; O95551; recombinant TDP2, T5PNP hydrolysis, p-nitrophenol absorbance 415 nm; inhibition, % at 12.8 µM; hit rate 0.34% among 370,000; AID 720702;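 active means inhibition above the mean of all tested compounds plus 3 SD, set per campaign, cut at about 25% in these data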;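 further: 0% = DMSO with enzyme and 100% = buffer with substrate but no TDP2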
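Test system: Human TDP2 enzyme | Reagent: 5 mM T5PNP | Compound dosing: 12.8 µM single point, 1% DMSO | Incubation: Enzyme reaction with compound for 2 h at 37 °C | Technique: p-Nitrophenol epi absorbance | Read-out: % inhibition relative to enzyme-containing and enzyme-free wells | Benchmarks: High control without enzyme, low control DMSO plus TDP2 | Replicates: Singlicate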
SIAE primary = blocks human sialic acid acetylesterase; Q9HAT2; SIAE FP-Rh probe binding, fluorescence polarization; inhibition, % at 9.66 µM; hit rate 0.69% among 370,000; AID 1053197;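 active means inhibition above a cutoff: mean of compounds within the control limits plus 3 SD of those, cut at about 17% in these data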;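 further: 0% = plate median of compound wells and 100% = probe without SIAE protein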
TCR-CD3 inh = human TCR-CD3 binding inhibition; hit rate 0.37% among 360,000; inhibition, % at 9.4 µM; TAMRA-labeled TCR probe fluorescence, biochemical; in the data active means inhibition above about 19%;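 further: recombinant mutant TCR 2C K166C tagged with TAMRA read by polarization; 0% = receptor in buffer alone and 100% = receptor with positive control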
ABHD4 inh = ABHD4 (mouse) inhibition, primary FP screen; purified mABHD4, FP-Rh probe fluorescence polarization; hit rate 0.54% among 370,000; Q8VD66; inhibition, % at 8.92 µM;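 active means inhibition exceeding the mean over every tested compound plus 3 SD, cut at about 30% in these data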;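 further: 0% = plate median of compound wells and 100% = S159A mutant with DMSO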
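Material: mouse ABHD4 enzyme, wild type; Benchmarks: S159A mutant high control, sample median low control; Buffer or medium: HEPES pH 7.0, NaCl, Pluronic buffer; Signal: fluorescence polarization; Read-out: percent inhibition of probe binding, normalized to plate controls; Timing: pre-incubation 45 min, probe exposure 60 min, at 25 °C; Dosing: 8.92 µM, single dose.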
HTRA1 inh = blocks human HTRA1 serine peptidase | Q92743 | recombinant HTRA1, FP-rhodamine activity-based probe, fluorescence polarization | inhibition, % at 5.96 µM | hit rate 0.5% among 340,000 | AID 504803; in the data active means inhibition above about 36%;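 further: 0% = enzyme with DMSO and 100% = wells lacking enzyme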
Target sequence (Q92743 whole entry, looked up): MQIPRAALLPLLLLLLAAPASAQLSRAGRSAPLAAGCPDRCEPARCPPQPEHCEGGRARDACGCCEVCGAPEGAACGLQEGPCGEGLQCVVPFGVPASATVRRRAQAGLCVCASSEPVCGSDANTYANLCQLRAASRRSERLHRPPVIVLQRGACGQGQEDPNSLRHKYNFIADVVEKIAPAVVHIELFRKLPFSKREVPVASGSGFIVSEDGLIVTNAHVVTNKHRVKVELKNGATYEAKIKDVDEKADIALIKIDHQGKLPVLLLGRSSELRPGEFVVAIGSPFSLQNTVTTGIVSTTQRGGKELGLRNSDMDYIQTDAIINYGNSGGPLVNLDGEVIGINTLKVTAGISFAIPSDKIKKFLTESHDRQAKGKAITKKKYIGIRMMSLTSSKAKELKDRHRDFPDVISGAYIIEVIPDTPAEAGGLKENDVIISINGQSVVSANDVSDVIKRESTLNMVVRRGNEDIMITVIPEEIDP
GC-B act = GC-B (human) receptor activation; HEK293-GC-B cells, CNP EC30, cGMP TR-FRET; 0% at EC30 CNP, 100% saturating CNP; activation, % at 10 µM; hit rate 0.11% among 370,000; AID 1920062;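 active means activation at 10 µM reaching about 35% in either raw or pattern-adjusted values, limit read from the data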
LEDGF integ inh = blocks HIV-1 LEDGF/p75-dependent DNA integration; TR-FRET IN-LEDGF/p75 DNA integration, Eu/Cy5; inhibition, % at 3.7 µM; hit rate 0.64% among 370,000; AID 743269;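 active means inhibition above the screen-wide mean plus 3 SD, cut at about 13% in these data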;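 further: signal is the Cy5 over europium emission ratio at 671 and 618 nm; 0% = plate median of compound wells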
Numbers without * were called inactive; x = no result given.

Sample of the layout, three compounds:
SMILES | MBD2 DNA inh | rCAG binder | PRMT1 FP inh | TDP2 inh | SIAE primary | TCR-CD3 inh | ABHD4 inh | HTRA1 inh | GC-B act | LEDGF integ inh
COCCN(C(=S)Nc1cccc(C)c1C)C(C)c1ccco1 (stereo not given) | -2 | -2 | -6 | -13 | 1 | -4 | -8 | 3 | -2 | 3
O=C(c1ccccc1)N1CCN(C(=S)NCc2ccco2)CC1 | -2 | 0 | -2 | 17 | 1 | 2 | 1 | 6 | 1 | -1
Cc1[nH]c(=S)[nH]c(=O)c1CCCO | -2 | -2 | -1 | 5 | 3 | 5 | 1 | 0 | 5 | 0

The listing, repeating the preview:
SMILES | MBD2 DNA inh | rCAG binder | PRMT1 FP inh | TDP2 inh | SIAE primary | TCR-CD3 inh | ABHD4 inh | HTRA1 inh | GC-B act | LEDGF integ inh
COCCN(C(=S)Nc1cccc(C)c1C)C(C)c1ccco1 (stereo not given) | -2 | -2 | -6 | -13 | 1 | -4 | -8 | 3 | -2 | 3
O=C(c1ccccc1)N1CCN(C(=S)NCc2ccco2)CC1 | -2 | 0 | -2 | 17 | 1 | 2 | 1 | 6 | 1 | -1
Cc1[nH]c(=S)[nH]c(=O)c1CCCO | -2 | -2 | -1 | 5 | 3 | 5 | 1 | 0 | 5 | 0
CCOc1cc(S(=O)(=O)N2CCCCC2)ccc1F | 9 | -3 | -5 | -10 | 1 | -7 | -12 | 0 | 1 | 6
CC1CCC(n2c(=S)[nH]c3ccccc3c2=O)CC1 (stereo not given) | 0 | 0 | 1 | -6 | 6 | 5 | -6 | -12 | 10 | -2
COc1cccc(N)c1 | 3 | 2 | 1 | -3 | 4 | 6 | 9 | x | 8 | -2
COc1ccc(CCCNC(=O)C2(C)Cc3c(-c4ccc5c(c4)OCO5)ccnc3O2)cc1 (stereo not given) | 1 | 1 | 0 | 0 | -2 | 1 | 2 | x | -11 | 0
COc1cccc(C(=O)NN2CCOCC2)c1 | -2 | -3 | -5 | 10 | 10 | -3 | 0 | 0 | 6 | -1
CCCC(=O)NC(Nc1cccc(C(F)(F)F)c1)C(Cl)(Cl)Cl (stereo not given) | -3 | 0 | -2 | -5 | -5 | -2 | -5 | -6 | -30 | -1
Cc1[nH]c(C)c(S(=O)(=O)N2CCCCC2C)c1C(=O)N1CCCC1 (stereo not given) | -3 | -1 | 1 | -2 | -2 | 5 | -1 | -2 | -1 | 1
COc1ccc(N(C)S(=O)(=O)c2cccc(C(=O)OCC(=O)N(C)c3ccccc3)c2)cc1 | 16* | 2 | -3 | 5 | -2 | 6 | -9 | -17 | -3 | -2
N/C(=N\N=C/c1ccc(F)cc1)N/N=C\c1ccc(F)cc1 | 9 | 7 | 7 | -9 | 7 | 4 | 6 | 2 | -6 | 0
Cc1ccc(OCCNC(=O)[C@H]2O[C@@H](n3ccc(N)nc3=O)[C@H](O)[C@@H]2O)cc1C | -2 | 0 | -2 | -5 | 3 | 3 | 0 | x | 2 | 0
COc1cc(/C=N/NC(=O)c2ccc(O)cc2)ccc1OCC(=O)Nc1cccc([N+](=O)[O-])c1 | 2 | 2 | -1 | 9 | -4 | 7 | -4 | -4 | 5 | -2
COCC(=O)Nc1ccccc1-c1ccccc1 | -5 | 2 | -5 | -10 | 4 | -7 | -14 | -7 | -1 | 10
CCOC(=O)C1=C(C)N(CCCCCC(=O)O)C(=O)NC1c1ccc(Br)cc1 (stereo not given) | 1 | 7 | 0 | -17 | 3 | 5 | 1 | 1 | 7 | 0
Cc1noc(C)c1COC(=O)CNC(=O)c1ccc(Cl)cc1 | -3 | -1 | -7 | -14 | 2 | 11 | -2 | 0 | -3 | 0
O=S1(=O)CCC(NC(=S)NC2CCS(=O)(=O)C2)C1 (stereo not given) | 1 | 2 | -1 | -2 | -2 | 5 | 7 | 4 | 4 | 1
CC1=C(C)NC(=S)SC1 | 0 | 3 | 5 | 0 | 3 | 8 | 1 | -3 | 6 | 0
Cc1ccc(C)c(NC(=O)CCC(=O)NNC(=O)c2cccc([N+](=O)[O-])c2)c1 | -1 | 1 | 2 | -2 | -3 | 13 | 1 | 1 | 2 | -5
COC(=O)C(NC(C)=O)(Nc1cc(C)ccn1)C(F)(F)F (stereo not given) | 1 | 2 | 2 | 1 | -3 | 1 | 3 | 2 | -1 | 0
CCC(Oc1ccc(Br)cc1Cl)C(=O)Nc1nnc(C2CC2)s1 (stereo not given) | 2 | -3 | -2 | 17 | 5 | -2 | -4 | -16 | 3 | -1
CCCn1cnc2c(oc3ccccc32)c1=O | 0 | -1 | 0 | -1 | 1 | 7 | -3 | 3 | 0 | -2
COC(=O)c1ccc(CS(=O)(=O)c2ccc(F)cc2)o1 | -2 | 5 | 2 | 17 | 1 | 9 | 9 | 1 | 0 | -3
OC[C@@H](O)C1OC2NC(=S)OC2C1O (stereo not given in full) | -3 | 0 | -3 | -1 | 8 | 6 | 3 | 9 | 0 | -2
Cc1cc(C)c(C)c(S(=O)(=O)NCc2ccncc2)c1C | -3 | -3 | 4 | 1 | 5 | -4 | -1 | 5 | 0 | -1
CCc1ccc(NC(=O)c2ccc3c(=O)n4c(nc3c2)CCCCC4)cc1 | 1 | -2 | -2 | -5 | -7 | -3 | -1 | -14 | 0 | 3
O=C(O)c1cc(NC(=O)c2ccc([N+](=O)[O-])cc2)cc(NC(=O)c2ccc([N+](=O)[O-])cc2)c1 | 4 | 50* | -3 | 1 | 2 | 5 | 16 | -2 | 2 | -3
CCOC(=O)[C@@H]1[C@H]2COc3ccccc3[C@@H]2N2C(=O)N(c3ccc(OC)cc3)C(=O)[C@]12C | 1 | -4 | -1 | 0 | 3 | -1 | 4 | -2 | 5 | -1
CN(C)S(=O)(=O)c1cccc(C(=O)NC2CCSc3ccccc32)c1 (stereo not given) | -3 | -1 | -2 | -2 | 25* | 3 | 4 | 1 | -4 | 1
CC(=O)c1sc(-c2ccc(F)cc2)cc1NS(=O)(=O)c1ccccc1 | 4 | 3 | 5 | 13 | 0 | 2 | 4 | 1 | -2 | -5
O=C(NCc1ccccn1)c1nc(-c2cccs2)no1 | -3 | 2 | -4 | -20 | 0 | -5 | -6 | 1 | 3 | 6
COc1ccc(Cl)cc1-c1nc(SCC(=O)NCC2CCCO2)n[nH]1 (stereo not given) | -5 | 5 | -2 | -2 | -6 | 4 | -4 | -9 | 2 | 0
Cc1[nH]nc2c1/C(=N\O)CC(C)(C)C2 | 3 | -3 | 12 | 1 | -4 | -6 | 9 | 3 | 2 | 2
COc1ccc(CCNC(=O)/C=C/c2ccc(S(=O)(=O)N3CCOCC3)cc2)cc1 | -5 | -1 | -3 | -7 | 0 | 6 | -2 | 4 | 1 | 7
CNC(=S)N(Cc1cccs1)Cc1cc2ccc(OC)cc2[nH]c1=O | -2 | 7 | -1 | -2 | -1 | 1 | -4 | -3 | 5 | 2
COCC1CCN(C(=O)C2CCC(=O)N(CCc3cccc(F)c3)C2)CC1 (stereo not given) | 2 | -8 | 2 | -1 | 5 | -1 | 7 | 9 | -2 | -5
c1ccc(-c2nnc(SCc3cn4ccsc4n3)o2)cc1 | -2 | -1 | -1 | -6 | 3 | 0 | 0 | -1 | 2 | -2
COc1cccc(-c2ccc3c(c2)N(Cc2ccccc2OC)C(=O)C(C)S3)c1 (stereo not given) | 1 | 6 | -1 | 6 | -9 | 1 | -15 | x | 3 | -1
COCc1c(C(=O)N2CCN(Cc3ccc4c(c3)OCO4)CC2)oc2ccccc12 | 2 | 0 | -2 | -1 | 1 | -3 | 5 | -4 | -1 | -4
Cc1ccc(SCc2nc(N)nc(Nc3ccccc3C)n2)c(C)c1 | -4 | -3 | -5 | 0 | -6 | 4 | -6 | -13 | -1 | 3
CCN1C(=O)C(O)(C2COC(C)(C)CC2=O)c2cc(Br)ccc21 (stereo not given) | 1 | -3 | 0 | 7 | -3 | 4 | -2 | 8 | -1 | 2
CCOc1ccc(C(=O)NC2CC3CCCC(C2)N3Cc2ccccc2)cc1 (stereo not given) | 3 | -7 | 1 | -1 | -1 | 0 | 6 | 0 | -3 | 0
O=c1oc(-c2cccc(S(=O)(=O)N3CCOCC3)c2)nc2ccccc12 | 5 | 18 | -3 | -1 | -5 | 3 | 0 | -8 | -5 | 1
Cn1c(=O)c2c(nc(Br)n2Cc2ccccc2Cl)n(C)c1=O | -1 | -2 | 0 | 3 | -1 | 6 | -2 | 8 | 1 | 2
Cc1cccc(C)c1NC(=O)C1(C)CSCC(=O)N1Cc1cccc(C(F)(F)F)c1 (stereo not given) | 2 | 2 | -5 | 5 | -2 | 2 | -6 | x | 6 | 6
CCOC(=O)N1CCN(C(=O)c2ccc(CN(c3ccc(C)c(C)c3)S(C)(=O)=O)cc2)CC1 | 4 | -6 | -2 | -4 | -2 | -1 | 1 | 3 | 1 | 3
Cc1ccccc1NC(=O)c1ccc2c(c1)C(=O)N(CC(C)C)C2=O | 5 | -1 | 1 | -3 | 1 | -8 | 5 | 7 | 11 | -6
Cc1ccc(-c2nn(-c3ccc(F)cc3)cc2C(=O)NCC2CCCO2)cc1 (stereo not given) | 3 | -4 | -2 | -1 | -1 | 5 | 0 | -15 | -3 | 7
COc1ccc(-c2nc3cnccn3c2Nc2ccc3c(c2)OCO3)cc1 | 0 | 7 | 12 | -9 | 11 | -4 | 11 | 3 | 47* | -2
COc1ccc(-n2c3c(cc(C(=O)NCC(=O)c4ccccc4)c2=O)C(=O)CC(C)(C)C3)cc1 | 0 | 2 | 0 | -9 | -5 | -5 | -8 | 4 | 1 | 8
Cc1c(C(=O)Nc2ccc(Cl)cc2)c2ccccn2c1C(=O)c1ccc([N+](=O)[O-])cc1 | 5 | 2 | 1 | -2 | 5 | 0 | 0 | 15 | -6 | 6
CCN(CC)CCCn1c2c(c(SCC(=O)Nc3ccccc3Cl)nc1=O)CCC2 | 2 | -4 | -2 | 8 | 18* | 3 | 3 | -6 | -3 | 0
CCCN1CCCCC(NC(=O)c2ccccc2OC)C1=O (stereo not given) | 1 | -1 | 1 | 4 | 4 | -3 | 2 | x | -3 | -3
Cc1csc(NC(=O)C2=COCCO2)n1 | 0 | -2 | 4 | -9 | 6 | -2 | 3 | -6 | 2 | -4
CCOc1ccc(/C=N/NC(=O)Cc2csc(Nc3cccc(C(F)(F)F)c3)n2)cc1 | 1 | 5 | -2 | -3 | -23 | -2 | -15 | -34 | -8 | 0
CCOC(=O)N1CCN(C(=O)C[C@H]2C[C@@]3(C(=O)OC)C(=C[C@H](C4CCCC4)O[C@@H]3C)N(Cc3ccccc3)C2=O)CC1 | -8 | 2 | 0 | 1 | -1 | 9 | 4 | x | 0 | -1
Nc1ccc(C(=O)N2CCN(S(=O)(=O)c3ccc(Br)cc3)CC2)cc1[N+](=O)[O-] | 1 | 1 | 2 | -1 | -1 | -10 | -3 | -11 | -14 | -3

Only part of the results is shown (hit frequency here may not be typical).
